# Compound activity (PubChem BioAssay)
# NOD1 inhibition = NOD1 signaling inhibitors, primary screen, cell-based, luminescence, uHTS (AID 1578); NOD1-driven NF-kB luciferase reporter cells, luminescence; higher % means a stronger effect; 290,000 compounds, 1% hits; one-dose inhibition, % at 4 µM; EC50 in µM for titrated hits; in the data active = inhibition mostly above about 36%, no sharp cut-off; inactive = mostly below about 34%;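 note: HEK-293T reporter cells stimulated with the NOD1 agonist gamma-tri-DAP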
# HIV peptide binding = inhibitors of HIV fusion peptide binding, primary screen, biochemical, uHTS, fluorescence dequenching (AID 1986); cell-free peptide binding, fluorescence dequenching, 30 min; higher % means a stronger effect; 290,000 compounds, 0.3% hits; inhibition, % at 20 µM; hits with a dose series show IC50 in µM; in the data active = inhibition mostly above about 52%, no sharp cut-off; inactive = mostly below about 76%; note: some results filed as inactive read as strong as hits
# HEK293 NOD2/NF-kB = NOD2 signaling inhibitors, cell-based, luminescence, uHTS, HEK293 (AID 1566) | inhibition, % at 4 µM, or EC50 in µM where a hit was titrated | 290,000 compounds, 0.63% hits | HEK293 NOD2/NF-kB luciferase reporter, luminescence; higher % means a stronger effect; note: many of its hits are not listed in these tables
# GPR55 activation = GPR55 agonists via beta-arrestin recruitment, primary screen, imaging, U2OS cells, beta-arrestin-GFP redistribution (AID 1961). U2OS GPR55 beta-arrestin-GFP redistribution imaging; higher % means a stronger effect. activation, % at 10 µM, or EC50 in µM where a hit was titrated. 290,000 compounds, 0.048% hits. G-protein coupled receptor 55 (Homo sapiens);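 active = activation above 40% with more than 50 cells counted in the well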;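 note: U2OS osteosarcoma cells stably expressing GPR55 and beta-arrestin-GFP; plate controls were DMSO negative control for no effect and LPI positive control for full effect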
# GPR55 antagonists = GPR55 antagonists blocking LPI-driven arrestin recruitment, primary screen, imaging, U2OS, beta-arrestin-GFP, LPI agonist (AID 2013). one-dose inhibition, % at 10 µM; IC50 in µM for titrated hits. 290,000 compounds, 0.13% hits. U2OS GPR55 beta-arrestin-GFP translocation imaging, LPI antagonism; higher % means a stronger effect. G-protein coupled receptor 55 (Homo sapiens);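 active = spots per cell inhibited over 60%, with over 100 cells counted and total cytoplasm intensity under 500,000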;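 note: U2OS cells stably carrying GPR55 and arrestin-GFP stimulated by 5 µM LPI near EC80; imaged beta-arrestin-GFP aggregate spots per cell after agonist stimulation; plate controls were LPI-stimulated DMSO wells for no effect and DMSO wells without LPI for full effect; some results filed as inactive read as strong as hits; confirmed hits need IC50 under 10 µM and bright autofluorescent wells are also inconclusive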
# KOR beta-arrestin-1 = KOR agonists, beta-arrestin recruitment, primary screen, cell-based, luminescence, uHTS (AID 1777); KOR beta-arrestin recruitment, luminescence; higher % means a stronger effect; one-dose activation, % at 10 µM; EC50 in µM for titrated hits; 280,000 compounds, 0.02% hits; Kappa-type opioid receptor (Homo sapiens); in the data active = activation above about 50%, passing the limit was not always enough; note: a part of the inactive calls stands beside numbers as strong as those of hits
# KOR beta-arrestin-2 = KOR antagonists, beta-arrestin recruitment, cell-based, luminescence, uHTS (AID 1778); 290,000 compounds, 0.091% hits; Kappa-type opioid receptor (Homo sapiens); KOR beta-arrestin recruitment, luminescence, antagonist mode; higher % means a stronger effect; inhibition, % at 10 µM, or IC50 in µM where a hit was titrated; note: strong numbers were not always called active
# GPR35 arrestin U2OS = GPR35 antagonists blocking zaprinast-driven arrestin recruitment, primary screen, imaging, U2OS, beta-arrestin-GFP, zaprinast agonist (AID 2058); U2OS GPR35 beta-arrestin-GFP translocation imaging, zaprinast antagonism; higher % means a stronger effect; G-protein coupled receptor 35 (Homo sapiens); 290,000 compounds, 0.052% hits; inhibition, % at 10 µM, or IC50 in µM where a hit was titrated;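 active = inhibition of at least 50% with at least 30 cells and total cytoplasm GFP at most 10,000,000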
# Myeloid diff 2 = induction of myeloid progenitor differentiation, primary screen, cell-based, flow cytometry, MLPCN library; AID 624256, 2012; ER-HoxA9 myeloid progenitors, lysozyme-GFP differentiation; 360,000 compounds, 1% hits; calls only at 10 µM;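 active = normalized GFP-positive differentiation at or above the plate's own cutoff, the solvent-only control mean plus 3 SD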;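 note: cells exposed to compound for four days before flow analysis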
# Myeloid diff 2 GFP+ MAC1+ % = recorded beside Myeloid diff 2, whose call it bears; GFP+ MAC1+ double positive, %; measured here: differentiation confirmed by MAC1 staining
# An asterisk follows results filed as active; i = inactive; · = no result given; + = active, no number; [ ] = another dose, or the depositor's remark. Cut-off read from the data, not from the text of the source, unless noted: active = inhibition above about 50%; inactive = the rest.
SMILES,NOD1 inhibition,HIV peptide binding,HEK293 NOD2/NF-kB,GPR55 activation,GPR55 antagonists,KOR beta-arrestin-1,KOR beta-arrestin-2,GPR35 arrestin U2OS,Myeloid diff 2,Myeloid diff 2 GFP+ MAC1+ %
COc1cc(/C=N/n2c(C3CCCCC3)n[nH]c2=S)cc(OC)c1O,9%,-2.2%,-103%,-0.1%,10%,-0.2%,31%,8%,i,0.7
CN1CCN(S(=O)(=O)c2cccc(S(=O)(=O)c3ccc(Cl)cc3)c2)CC1,-17%,-0.9%,9%,-0.1%,-23%,7.5%,-31%,37%,i,1.9
Cc1cc(S(=O)(=O)NCc2ccccn2)c(Cl)cc1Cl,5%,1.4%,0%,-0.1%,0%,4.7%,-35%,13%,i,0.1
COC(=O)c1ccc(CNC(=O)CN(CCC(C)C)S(=O)(=O)c2ccc3c(c2)OCCO3)cc1,-26%,0.7%,1%,-0.1%,7%,14%,0%,10%,i,0.3
CCCn1nnnc1-c1cccc(Cl)c1,0%,0.1%,7%,-0.1%,11%,-0.9%,-11%,-10%,i,2.1
CC(=O)c1c(C(C)=O)c(C)n(Cc2ccc(Cl)cc2)c1C,21%,-2.7%,14%,0.5%,-7%,-0.6%,-29%,16%,i,2.1
COc1ccc(CCNC(=O)COc2ccc(N(C)S(=O)(=O)c3ccc(C)cc3)cc2)cc1OC,-15%,-2.0%,4%,-0.6%,1%,-6.8%,-1%,2%,i,0.2
CC(C)n1nccc1NC(=O)Nc1ccccc1,-42%,-0.3%,-6%,0.3%,8%,2.2%,-38%,5%,i,0.3
Cc1ccc[n+](/C(=C\C(=C=[N-])C#N)C(=O)c2ccc(Cl)cc2)c1,-16%,-1.4%,7%,-0.1%,0%,·,4%[20 µM],13%,i,0.4
Cc1c(C(=O)Oc2ccc(Cl)cc2)n(C)oc1=O,-2%,-1.6%,17%,-0.2%,-7%,0.1%,11%,-4%,i,0.5
O=C(CN1CCCCCC1)Nc1ccc(Br)cc1,-11%,-1.0%,2%,-0.1%,13%,-2.3%,24%,2%,i,3.9
COc1cccc(CNS(=O)(=O)c2ccc3c(c2)N(C(C)=O)CCS3)c1,5%,3.3%,18%,0.9%,2%,14%,-18%,14%,i,0.3
COC(=O)CC1COc2ccccc2N1C(=O)c1cccc(Cl)c1 (stereo unspecified),0%,-0.9%,-13%,-0.1%,0%,2.6%,-26%,-14%,i,0.4
COc1ccc(-c2cn3c(C)c(C(=O)Nc4ccncc4)sc3n2)cc1,19%,-1.8%,30%,-0.1%,-10%,5.3%,4%,4%,i,3.5
COC(=O)C1=C(C)N(C)C(C)=C(C(=O)OC)C1c1ccsc1,-16%,-1.6%,-10%,0.6%,11%,-7.4%,8%,5%,i,0.4
O=C(OCC(=O)c1ccc(S(=O)(=O)N2CCCC2)cc1)C1=COCCO1,-10%,-2.8%,14%,-0.6%,5%,·,24%,14%,i,0.7
CCC1=NN(C(=O)Cc2ccccc2)C(O)(c2ccncc2)C1 (stereo unspecified),35%,-2.8%,16%,-0.1%,8%,·,-21%[20 µM],15%,i,0.5
Cc1sc2nc3ccc(N4CCCCC4)nn3c(=O)c2c1C,-7%,-2.0%,-15%,-0.2%,-1%,-1.4%,2%,19%,i,0.0
Cc1ccccc1NC(=S)NC(=O)Cc1ccc(Cl)cc1,9%,2.2%,16%,-0.2%,-2%,-1.8%,-29%,15%,i,0.6
CCOC(=O)c1c(NC(=O)Cn2nc([N+](=O)[O-])c(Br)c2C)sc2c1CCC(C)C2 (stereo unspecified),-37%,-1.5%,-36%,-0.1%,·,5.4%,-23%,17%,i,1.5
C/C(=N\NC(=O)c1ccccc1)c1ccc(N2CCOCC2)cc1,-32%,0.3%,0%,0.4%,2%,1.6%,-4%,-10%,i,0.6
COc1ccc(C(=O)c2ccc(Cl)cc2)cc1,-48%,-1.7%,-9%,0.0%,4%,5.1%,-20%,-8%,i,1.0
COc1ccc(CCN(C)C(=O)CSc2nc3ncc(Cl)cc3[nH]2)cc1OC,-28%,-0.4%,5%,0.4%,8%,-2.4%,16%,3%,i,0.4
COc1ccc(S(=O)(=O)N(C)CC(=O)NC2CCCC2)cc1OC,-25%,-1.2%,1%,-0.1%,4%,-5.3%,33%,7%,i,0.8
NC(=S)Nc1cccc2[nH]ncc12,-45%,-0.2%,-3%,0.6%,3%,3.0%,-16%,-4%,i,0.7
SMILES,NOD1 inhibition,HIV peptide binding,HEK293 NOD2/NF-kB,GPR55 activation,GPR55 antagonists,KOR beta-arrestin-1,KOR beta-arrestin-2,GPR35 arrestin U2OS,Myeloid diff 2,Myeloid diff 2 GFP+ MAC1+ %
COc1ccccc1OCCSc1nc(C)c(Cc2ccccc2)c(=O)[nH]1,-10%,-1.9%,6%,0.7%,4%,1.0%,17%,0%,·,·
Cc1cccc(-c2noc(CCC(=O)NCCc3ccccc3)n2)c1,-8%,0.4%,5%,1.0%,0%,0.8%,27%,-18%,i,0.3
CCN(CC)C(=O)c1ccc2c(=O)n(CCOC)c(=S)[nH]c2c1,14%,-2.3%,18%,-0.1%,-13%,-8.3%,-49%,16%,i,2.7
O=C(Nc1cccnc1)c1cccc(S(=O)(=O)N2CCOCC2)c1,-21%,-2.7%,0%,0.1%,11%,-0.6%,12%,2%,i,0.3
CCN(Cc1nc(-c2cccc(C)c2)no1)C(=O)c1ccco1,-22%,11%,8%,-0.2%,5%,-4.5%,7%,9%,i,1.2
Cc1ccccc1CC(=O)N1CCN(S(=O)(=O)c2cccs2)CC1,-4%,-1.3%,6%,-0.1%,-32%,4.7%,-9%,14%,i,1.4
Cc1cccc(OCC(=O)O/N=C(\N)c2ccccn2)c1,-12%,-2.9%,-36%,-0.1%,5%,0.7%,-14%,6%,i,3.6
CCOC(=O)c1ccc(-c2ccc(/C=N/NC(=O)CN(c3ccccc3Br)S(C)(=O)=O)o2)cc1,-26%,4.4%,-49%,-0.4%,5%,1.8%,12%,-15%,i,1.4
COc1ccccc1C(CNc1nc(C(F)(F)F)nc2ccccc12)N(C)C (stereo unspecified),-18%,1.8%,-2%,-0.4%,11%,2.7%,-9%,-5%,i,0.1
O=C(NC(=S)NC(=O)c1ccccc1F)c1ccccc1F,-10%,-1.2%,8%,-0.5%,5%,-1.5%,-11%,4%,i,0.4
COc1cc(/C=C2\SC(=O)N(Cc3ccc(Cl)cc3)C2=O)cc([N+](=O)[O-])c1O,55%,15µM*,21%,-0.1%,-6%,-3.8%,-18%[20 µM],-4%,i,0.1
CCc1ccc2[nH]c(=O)c(CN(CCCN3CCOCC3)C(=O)Nc3ccc(Cl)cc3)cc2c1,-10%,3.0%,12%,-0.1%,-11%,-2.4%,-12%,7%,i,0.7
CN1CCN(NC(=S)NC2CCCC2)CC1,-20%,1.9%,26%,-0.3%,9%,-1.3%,-1%,-3%,i,0.0
COc1cc(C(=O)Nc2ccc3c(c2)OCCO3)ccc1OC(C)C,-29%,-0.2%,-32%,0.2%,-7%,0.6%,4%,-1%,i,0.4
NN/C(=C\[N+](=O)[O-])Nc1ccccc1,-43%,-2.7%,-12%,-0.5%,14%,2.6%,-27%,-15%,i,0.1
Cc1ccc(-c2nnc(SCC(=O)N/N=C/c3cccs3)n2-c2ccc(C)cc2)cc1,10%,6.7%,28%,-0.1%,-3%,15%,-10%,14%,i,0.6
O=C(Nc1nc(-c2ccc(-c3ccccc3)cc2)cs1)C1CCCO1 (stereo unspecified),17%,-1.2%,-2%,-0.1%,-15%,7.1%,-49%,-3%,i,1.0
c1ccc(-c2cc(-c3ccccc3)on2)cc1,-10%,0.7%,-90%,-0.2%,4%,-2.8%,-2%,0%,i,0.0
CCOc1ccc2nc(NC3=NCN(Cc4ccco4)CN3)nc(C)c2c1,-6%,0.3%,-12%,-0.2%,-1%,2.3%,-8%,6%,·,·
COc1ccc(/C=C2\Oc3cc(OCC(=O)N4CCC[C@H]4C(=O)O)ccc3C2=O)cc1OC,-27%,8.4%,13%,0.5%,-10%,-3.8%,-38%[20 µM],55%,i,2.7
Cc1nc(CSc2ccc(Br)cc2)cs1,-10%,-1.4%,-1%,-0.1%,-1%,-5.1%,37%,-5%,i,0.4
Cc1onc(-c2ccccc2Cl)c1C(N)=O,-8%,0.1%,15%,0.3%,10%,3.1%,6%,13%,i,0.9
Cc1cc(CSc2ccccc2)ccc1NC(=O)c1ccc(C)c([N+](=O)[O-])c1,-34%,-0.8%,-20%,-0.3%,-6%,4.9%,-179%,-12%,i,0.2
CCN1CCCC1CN(Cc1cc2ccc(C)cc2[nH]c1=O)C(=S)Nc1ccc(OC)cc1 (stereo unspecified),-21%,0.0%,18%,0.5%,3%,4.4%,-22%,-1%,i,1.0
COc1cccc(NS(=O)(=O)c2c(C)n(C)c(=O)n(C)c2=O)c1,21%,2.9%,-8%,-0.3%,5%,-3.3%,-40%,6%,i,1.2
SMILES,NOD1 inhibition,HIV peptide binding,HEK293 NOD2/NF-kB,GPR55 activation,GPR55 antagonists,KOR beta-arrestin-1,KOR beta-arrestin-2,GPR35 arrestin U2OS,Myeloid diff 2,Myeloid diff 2 GFP+ MAC1+ %
COc1cc(C2N3CC4(C)CN2CC(C)(C3)C4)ccc1O (stereo unspecified),-13%,-1.3%,6%,-0.1%,6%,-4.7%,-12%,8%,i,0.4
O=C(NC1CCCCC1)N1CCCc2ccccc21,15%,0.1%,-8%,0.2%,-1%,-4.8%,32%,10%,i,0.8
Cc1occc1C(=O)N1CCC2(CCCN(Cc3ccc(F)c(F)c3)C2)C1 (stereo unspecified),-1%,1.2%,4%,0.7%,7%,3.4%,-1%,5%,i,0.9
Cc1cccc(NC(=O)CSc2nnc(CSc3nc(C)cc(C)n3)n2Cc2ccco2)c1,4%,2.6%,5%,-0.2%,18%,-1.1%,14%,10%,+,3.5*
COc1ccc(CCNC(=O)C2CCCN2C(=O)Nc2ccccc2)cc1OC (stereo unspecified),-15%,-0.9%,1%,-0.3%,0%,10%,-18%[20 µM],-9%,i,1.2
Cc1noc(C)c1COC(=O)C1CCN(C(=O)c2ccc(Cl)cc2)CC1,-2%,-1.5%,6%,0.9%,9%,-4.5%,-1%,5%,i,0.4
Cc1cc(N2CCCCC2)nc2ccc(NC(=O)CCC(=O)NCCC(C)C)cc12,-43%,0.3%,-27%,-0.1%,4%,6.8%,-22%,2%,i,0.5
O=C1CC(N2CCCCC2)C(=O)N1c1ccccc1 (stereo unspecified),-19%,1.4%,14%,-0.2%,5%,-8.3%,5%,-11%,i,1.9

# Some of the compounds tested, so the mix of outcomes need not match the whole.
